Screening data (PubChem)
FBW7 act: human FBW7 E3 ligase activation, primary screen; normalized activity (activation), % at 26.1 µM; hit rate 0.13% among 650,000; Q969H0; AlphaScreen FBW7–phospho-cyclin E peptide binding, activator screen; AID 1259310; in the data active = normalized activity above about 1.9%;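 note: purified mutant Fbw7 with reduced substrate affinity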
MITF inh: blocks human microphthalmia-associated transcription factor; O75030; AlphaScreen MITF homodimerization, bead proximity signal; inhibition, % at 2.6 µM; hit rate 0.91% among 650,000; AID 1259374; in the data active = inhibition above about 50%;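 note: 0% = vehicle wells with protein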
Target sequence (O75030 whole entry, looked up): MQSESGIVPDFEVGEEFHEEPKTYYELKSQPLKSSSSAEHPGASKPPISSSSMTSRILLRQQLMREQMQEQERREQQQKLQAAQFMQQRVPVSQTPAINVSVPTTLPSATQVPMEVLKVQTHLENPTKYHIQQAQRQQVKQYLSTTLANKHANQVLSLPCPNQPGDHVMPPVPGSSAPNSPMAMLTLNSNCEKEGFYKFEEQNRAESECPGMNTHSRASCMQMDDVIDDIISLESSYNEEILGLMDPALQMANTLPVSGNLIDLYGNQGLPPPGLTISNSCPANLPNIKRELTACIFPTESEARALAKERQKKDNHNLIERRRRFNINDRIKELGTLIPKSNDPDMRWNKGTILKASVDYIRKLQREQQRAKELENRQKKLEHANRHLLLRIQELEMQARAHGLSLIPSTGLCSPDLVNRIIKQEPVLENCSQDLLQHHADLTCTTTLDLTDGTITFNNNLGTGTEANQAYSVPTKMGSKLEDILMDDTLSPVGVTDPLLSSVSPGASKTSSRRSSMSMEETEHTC
GPR151 activ: activates the human receptor GPR151. hit rate 1% among 650,000. AID 1508602. PathHunter beta-arrestin GPR151 cells, luminescence. activation, % at 11.2 µM. Q8TDV0; in the data active = activation above about 4.9%;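 note: 0% = median of compound wells and 100% = cells with positive control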
Target sequence (Q8TDV0 whole entry, looked up): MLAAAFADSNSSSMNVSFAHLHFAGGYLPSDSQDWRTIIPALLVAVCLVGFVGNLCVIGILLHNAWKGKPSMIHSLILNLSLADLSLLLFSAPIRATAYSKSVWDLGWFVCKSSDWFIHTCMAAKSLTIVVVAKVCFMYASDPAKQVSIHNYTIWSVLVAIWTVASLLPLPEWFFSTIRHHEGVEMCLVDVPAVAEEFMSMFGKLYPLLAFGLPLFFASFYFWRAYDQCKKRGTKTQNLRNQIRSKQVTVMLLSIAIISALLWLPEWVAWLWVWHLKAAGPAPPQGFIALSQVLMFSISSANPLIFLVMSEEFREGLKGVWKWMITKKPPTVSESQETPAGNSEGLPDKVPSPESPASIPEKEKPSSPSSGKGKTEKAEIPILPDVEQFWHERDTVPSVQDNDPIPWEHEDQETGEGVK
TEAD-YAP inh: TEAD-YAP interaction inhibition. inhibition, % at 9.12 µM. hit rate 1.4% among 640,000. HEK-TIYL cells, TEAD-Gal4/YAP UAS-luciferase luminescence. AID 1259422; in the data active = inhibition above about 32%;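 note: 0% = median of test compound wells and 100% = reference inhibitor wells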
Starred values were filed as active, the others as inactive; & = joins results of further samples. Not a hit list, and some 3.5% of all compounds hit somewhere here.

Each structure is followed by: FBW7 act | MITF inh | GPR151 activ | TEAD-YAP inh
COc1ccccc1C1CC(c2ccc(Cl)c(Cl)c2)Nc2nc(N)nn21 (stereo not drawn)
  0.0 | -2 | 1.1 | -2
O=C(Nc1ccc(Cl)cc1F)c1cccs1
  0.3 | -1 | 0.4 | -56
c1nc2nc(N3CCN(Cc4ccc5c(c4)OCO5)CC3)nc(NC3CC3)c2[nH]1
  0.2 | 10 | -0.9 | 12
O=C(O)CC1S/C(=N/N=C/c2ccccc2Cl)NC1=O (stereo not drawn)
  0.2 | 5 | -0.2 | -2
O=C(CSc1nnnn1-c1cccc(C(=O)O)c1)NC(c1ccccc1)c1ccccc1
  0.0 | 13 | -1.2 | 1
COC(=O)c1sccc1N/N=C/c1sccc1C
  0.1 | -4 | -3.7 | -29
CC(=O)Nc1ccc(-c2nnc3n(Cc4ccc(C)cc4)c(=O)c4ccccc4n23)cc1
  -0.1 | -2 | -0.8 | 4
Cc1cccc2c(=O)c(C(=O)O)c[nH]c12
  -0.3&-0.5 | 20&0 | 0.7&2.5 | 1&7
CC(=O)Nc1ccc(C(=O)N2CCC(Oc3cccc(-c4cccnc4)c3)CC2)cc1
  -0.1 | 17 | -1.6 | 8
COc1ccc(C(=O)CSc2nnc3nc(C)cc(C)n23)cc1
  -0.1 | -4 | 0.1 | 4
CCOC(=O)c1ccc2nc(NC(=O)/C=C/c3ccc([N+](=O)[O-])cc3)sc2c1
  0.0 | -10 | -1.6 | -3
O=[N+]([O-])/C(C(Cl)=C(Cl)Cl)=C(\N1CCOCC1)N1CCCOC1
  0.2 | -51 | -0.5 | 5
COC(=O)c1cccc(NC(=O)C2=NNC(=O)CC2)c1
  -0.2 | -2 | -1.4 | -5
c1ccc(CCN2CCC[C@H]2c2nc3ccc(-c4ccncc4)cc3[nH]2)cc1
  -0.3 | 7 | 0.7 | -19
Cc1cc(NC(=O)Cn2c(-c3ccccn3)nc3ccccc32)no1
  -0.3 | -7 | 0.4 | -2
O=C(COc1ccccc1)Nc1nnc(Cc2ccccc2)s1
  0.0 | 6 | 0.6 | 18
O=S(=O)(NCCN1CCOCC1)c1ccc(Cc2ccc(S(=O)(=O)NCCN3CCOCC3)cc2)cc1
  -0.1 | 1 | 0.6 | -9
CCCCCN1C=CC(=C2C(=O)c3ccccc3C2=O)C=C1
  1.5 | 14 | -8.2 | 95*
N#Cc1ccc(Cn2nc(-c3ccncc3)oc2=O)cc1
  0.0 | 4 | 2.6 | 7
CCc1ccc(-n2c(C)nc3cc(C(=O)NC4CCCC(C)C4C)ccc32)cc1 (stereo not drawn)
  0.0 | -7 | -1.0 | 2
NC(=O)COC(=O)c1ccc(Cl)c(Cl)c1
  0.1 | 3 | -2.1 | 9
COc1ccc(-c2cc(-c3ccccc3)nc(SCc3nc(N)nc(N4CCOCC4)n3)c2C#N)cc1
  0.0 | 3 | -1.1 | -6
COc1ccccc1-c1ccc(SCc2cccnc2)nn1
  0.1 | 3 | -1.7 | -17
CCC1=NN2C(=N)/C(=C/c3ccccc3OCCOc3ccc(C)cc3)C(=O)N=C2S1
  0.2 | 0 | -1.2 | -24
Clc1ccccc1C1CC(c2ccccc2)n2ncnc2N1 (stereo not drawn)
  -0.2 | 1 | 0.0 | -11
CCOc1ccc(-n2nnc3c(N4CCN(C(=O)c5ccc(C)c(C)c5)CC4)ncnc32)cc1
  0.3 | -23 | -1.1 | 8
Cn1c(=NC(=O)c2cc(-c3cccs3)nc3ccccc23)sc2cc(Cl)ccc21
  0.0 | 14 | 0.2 | 2
COc1ccc(NC(=O)c2cc(-c3cccs3)on2)c(OC)c1
  0.8 | 17 | -0.6 | 0
CCOc1ccc(S(=O)(=O)n2nc(C)cc2C)cc1C(C)C
  0.7 | 9 | -1.5 | -1
Cn1c(Nc2nc(NCc3ccccc3)c3[nH]cnc3n2)nc2ccccc21
  0.1 | 25 | 2.8 | 25
CCC(OC(=O)c1ccc(C)c(NC(C)=O)c1)C(=O)c1ccccc1 (stereo not drawn)
  0.1 | -9 | 1.3 | 3
COc1ccc(CC(=O)NN2C(=O)c3ccccc3C2=O)cc1
  -0.1 | -26 | -1.1 | -1
COC(=O)C1C(=O)NC(SCC(=O)Nc2cccc(F)c2)=C(C#N)C1c1ccccc1Cl (stereo not drawn)
  0.5 | 26 | -2.4 | 8
CCOC(=O)c1c[nH]c2cc(Br)ccc2c1=O
  -0.3 | -10 | -0.1 | -7
N#Cc1cc2c(nc1SCC(=O)Nc1nc(-c3ccccc3)cs1)CCCC2
  0.3 | 13 | 1.1 | 30
COCCCn1c(=O)/c(=C\c2ccc3c(c2)OCO3)s/c1=C(/C#N)C(N)=O
  0.0 | -1 | 0.9 | -4
O=C(CCCn1cncn1)NCCN1Cc2ccccc2OC(c2ccsc2)C1 (stereo not drawn)
  -0.1 | -7 | -0.1 | -4
Nc1c(C(=O)NCc2ccc3c(c2)OCO3)nnn1Cc1cccc(F)c1
  0.0 | 2 | 0.8 | 1
CCC(=O)C1=C(c2ccc([N+](=O)[O-])cc2)N(C(=O)CC)n2cnnc2S1
  -0.2 | -11 | 2.2 | 20
Clc1ccc(Oc2cccc(CN3CCN(c4ncccn4)CC3)c2)cc1
  0.2 | 39 | -1.0 | 8
O=C(Nc1ccc(-n2nncc2-c2ccccc2)cc1)c1cccs1
  -0.1 | 12 | 0.6 | -10
COc1cc(-c2nnc3sc(-c4ccccc4)nn23)cc(OC)c1OC
  -0.3 | 7 | -0.2 | -6
CC1=C(C(=O)Nc2cc(C)ccc2C)C(c2ccccc2Br)NC(=O)N1 (stereo not drawn)
  0.0 | 11 | 0.6 | 6
Fc1cccc(CSc2ncnc3nc[nH]c23)c1
  0.0 | 8 | -1.9 | -15
Cc1cccc(-c2cc(NC(=O)c3ccccc3[N+](=O)[O-])n[nH]2)c1
  0.1 | -6 | 2.8 | -16
CC(C)(C)C(=O)COC(=O)c1cccs1
  0.7 | 15 | -1.8 | 6
COc1cccc(OCC(=O)c2ccc(Br)cc2)c1
  0.2 | -8 | -2.5&-0.7 | -11
CN(C)CCNC(=O)C(=O)NCC1OCCCN1S(=O)(=O)c1ccccc1 (stereo not drawn)
  -0.1 | -3 | 0.0 | -1
O=C(NCc1ccc(F)cc1)C1CCN(C(=O)N2CCOc3ccc(Cl)cc32)CC1
  0.6 | 6 | -0.4 | 25
O=C(Oc1ccc([N+](=O)[O-])c2cccnc12)c1ccccc1
  -0.5 | 82* | -0.1 | 57*
COc1cc(OC)c(OC)cc1/C=C\c1[nH]c(=O)[nH]c(=O)c1[N+](=O)[O-]
  0.5 | 15 | -0.3 | 7
O=C1OC(c2ccccc2Cl)=N/C1=C\c1ccco1
  0.1 | -9 | 0.8 | 5
O=C(CN1CCCCC1)N1CCc2c(nc(N3CCOCC3)[nH]c2=O)C1
  0.0 | 9 | -0.3 | 4
CCn1cc(-c2nnc(SCC(=O)Nc3ccccc3)n2C)c2ccccc21
  -0.1 | -3 | 0.2 | 12
CCC(C)NC(=O)c1ccc(CS(=O)(=O)c2ccc(Br)cc2)o1 (stereo not drawn)
  -0.4 | -2 | 1.2 | -3
CCOC(=O)c1sc2nc(SCC(=O)NCc3ccccc3Cl)n(Cc3ccco3)c(=O)c2c1C
  -0.1 | 3 | -0.9 | 0
CC(C)N(C(=O)c1ccc([N+](=O)[O-])s1)c1ccccc1
  -0.3 | -5 | -0.6 | -13
Cc1cccc(Cc2c(C)nc3c(C(=O)NCc4ccco4)cnn3c2C)c1
  -0.3 | 4 | 0.8 | -9
CC(=O)Nc1cc2c(cc1NC(=O)c1cc3ccccc3oc1=O)OCCO2
  0.1 | 0 | -0.9 | -2
O=C(c1cccs1)N1CCC[C@@H]([C@@H](O)c2ccc(F)cc2)C1
  -0.1 | 10 | -1.1 | -4

An excerpt of these results, in CSV form:
mol,FBW7 act,MITF inh,GPR151 activ,TEAD-YAP inh
COCCCn1c(=O)/c(=C\c2ccc3c(c2)OCO3)s/c1=C(/C#N)C(N)=O,0.0,-1,0.9,-4
O=C(CCCn1cncn1)NCCN1Cc2ccccc2OC(c2ccsc2)C1 (stereo not drawn),-0.1,-7,-0.1,-4

Next section.
Each structure is followed by: FBW7 act | MITF inh | GPR151 activ | TEAD-YAP inh
CC(O)C(N)C(=O)NC(Cc1ccccc1)C(=O)O (stereo not drawn)
  0.2 | -15 | -0.5 | -2
CC1=C(C(=O)OC(C)(C)C)C(c2cccc(Cl)c2)NC(=S)N1 (stereo not drawn)
  -0.1 | 13 | 2.7 | 4
CC(Oc1ccccc1)C(=O)Nc1cc([N+](=O)[O-])ccc1O (stereo not drawn)
  0.0 | 8 | 2.3 | -6
C=CCSc1nnc(-c2c[nH]c3ccccc23)n1CC
  0.2 | -1 | 0.3 | -9
O=C(NCC1CCCO1)c1cc(S(=O)(=O)N2CCc3ccccc32)ccc1F (stereo not drawn)
  0.1 | -3 | 0.0 | -8
O=C(Nc1c(F)cc(F)cc1Br)c1cccnc1
  0.1 | 4 | 0.1 | 7
CCn1c(SCC(=O)Nc2c(C)cccc2C)nnc1-c1ccccc1N
  -0.1 | -2 | 0.3 | 8
O=C1C=C(NNC(=O)c2cccnc2)CCC1
  -0.1 | -16 | 0.1 | 9
CC(C)NC(=O)CN(c1ccccc1)S(=O)(=O)c1ccccc1
  0.6 | 8 | -0.2 | 0
CN1CCN(C(=O)NC2CCCN2S(=O)(=O)c2ccc(Cl)cc2)CC1 (stereo not drawn)
  0.1 | -19 | -1.5 | 11
Cc1cc2c(cc1S(=O)(=O)N(C)Cc1ccccc1)OCCN2C
  -0.2 | 10 | 0.1 | 9
CC(C(=O)NCCSc1ccccc1)N(c1ccc(Cl)cc1)S(C)(=O)=O (stereo not drawn)
  0.0 | 21 | -1.1 | 3
COc1ccccc1CNC(=O)C1CCCO1 (stereo not drawn)
  0.6 | 22 | 0.2 | 3
CCOc1ccccc1NC(=O)Cn1c(=O)n(C(C)C)c(=O)c2oc3ccccc3c21
  -0.2 | -6 | -1.1 | -4
COc1cccc2sc(NC(=O)/C=C/c3ccc(F)cc3)nc12
  0.0 | 7 | -0.8 | -1
Cc1ccc(OCC(=O)N(C)c2ccccc2)c([N+](=O)[O-])n1
  0.1 | 3 | 0.5 | 11
CCOC(=O)N1CCN(c2nc(-c3ccc(C)cc3)nc3ccccc23)CC1
  0.0 | 5 | -0.6 | 0
Cc1ccc(C(=O)N/C(=C/c2ccc(Br)cc2)C(=O)NCC(=O)O)cc1
  0.3 | 6 | -1.0 | 0
COc1ccc(C(=O)N2CCN(S(=O)(=O)c3ccc(OC)cc3)CC2)cc1
  -0.1 | 7 | -1.1 | 3
Cc1cc(=O)n2[nH]cc(C(=O)N3CCN(Cc4ccccc4F)C[C@@H]3C(C)C)c2n1
  0.2 | -9 | -0.7 | -1
COc1ccc(-c2ncc(-c3ccc([N+](=O)[O-])cc3)o2)cc1
  0.2 | 6 | 1.7 | -3
Cc1cc(C)nc(/N=C/c2c(O)n(-c3cccc(C(F)(F)F)c3)c(=O)c3ccccc23)n1
  0.2 | 2 | 0.4 | -1
COc1ccc(N2C(C(C)=O)=NN(c3ccccc3)C2c2cccs2)cc1 (stereo not drawn)
  0.5 | 11 | -1.7 | -10
Cc1ccccc1-c1cccc(CN2CCC3(CCC(CNC(=O)C4CCCO4)O3)CC2)c1 (stereo not drawn)
  0.0 | -10 | 0.8 | 1
Cc1nc2c(C(=O)NC3CCCC(C)C3C)cnn2c(C)c1Cc1ccccc1F (stereo not drawn)
  0.0 | 9 | -0.2 | -1
CC(/C=C1\SC(=S)N(CC(=O)NC(C)(C)C)C1=O)=C\c1ccccc1
  -0.1 | 2 | 2.5 | -1
CCn1cc(CN2CCOc3ccc(C(O)c4ccccn4)cc3C2)c(C)n1 (stereo not drawn)
  0.2 | 18 | 0.4 | 15
COCCn1c(C)cn2c3c(=O)n(Cc4ccc(Br)cc4)c(=O)n(C)c3nc12
  0.0 | -6 | 1.0 | -15
COc1ccc(-n2c(C)nc3ccc(NS(=O)(=O)Cc4ccccc4)cc3c2=O)cc1
  -0.1 | 7 | 0.3 | 15
O=C1NC(=S)S/C1=C/c1ccsc1
  1.1 | 6 | 0.8 | 10
O=C(O)CCS(=O)(=O)c1ccccc1
  0.5 | 0 | -0.9 | -3
Nc1nc2ccccc2n1CCCOc1ccc(F)cc1
  -0.1 | -4 | 1.5 | -6

Five entries drawn at random from those above:
Each structure is followed by: FBW7 act | MITF inh | GPR151 activ | TEAD-YAP inh
CC(Oc1ccccc1)C(=O)Nc1cc([N+](=O)[O-])ccc1O (stereo not drawn)
  0.0 | 8 | 2.3 | -6
COc1cc(-c2nnc3sc(-c4ccccc4)nn23)cc(OC)c1OC
  -0.3 | 7 | -0.2 | -6
CC(=O)Nc1cc2c(cc1NC(=O)c1cc3ccccc3oc1=O)OCCO2
  0.1 | 0 | -0.9 | -2
O=C(CCCn1cncn1)NCCN1Cc2ccccc2OC(c2ccsc2)C1 (stereo not drawn)
  -0.1 | -7 | -0.1 | -4
CCOc1ccccc1NC(=O)Cn1c(=O)n(C(C)C)c(=O)c2oc3ccccc3c21
  -0.2 | -6 | -1.1 | -4
